# Compound activity (PubChem)
# MEKK3 PB1 HTS = raises or lowers MEK5 binding to the human MEKK3 PB1 domain. Q99759. bead-based flow cytometry, Alexa488-MEK5 binding to MEKK3; actives lie on both sides; 0 = blocked by unlabeled MEK5, 100 = vehicle. binding response (% of control), % at 10 µM. actives 1.4% (n = 290,000);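 active = binding response more than 3 SD above or below the average of its plate-row segment, actives on both sides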;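 also: Alexa488 bead fluorescence after subtracting the streptavidin-only scavenger bead signal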
# Target sequence (Q99759 whole entry, looked up, the tested form may be a part): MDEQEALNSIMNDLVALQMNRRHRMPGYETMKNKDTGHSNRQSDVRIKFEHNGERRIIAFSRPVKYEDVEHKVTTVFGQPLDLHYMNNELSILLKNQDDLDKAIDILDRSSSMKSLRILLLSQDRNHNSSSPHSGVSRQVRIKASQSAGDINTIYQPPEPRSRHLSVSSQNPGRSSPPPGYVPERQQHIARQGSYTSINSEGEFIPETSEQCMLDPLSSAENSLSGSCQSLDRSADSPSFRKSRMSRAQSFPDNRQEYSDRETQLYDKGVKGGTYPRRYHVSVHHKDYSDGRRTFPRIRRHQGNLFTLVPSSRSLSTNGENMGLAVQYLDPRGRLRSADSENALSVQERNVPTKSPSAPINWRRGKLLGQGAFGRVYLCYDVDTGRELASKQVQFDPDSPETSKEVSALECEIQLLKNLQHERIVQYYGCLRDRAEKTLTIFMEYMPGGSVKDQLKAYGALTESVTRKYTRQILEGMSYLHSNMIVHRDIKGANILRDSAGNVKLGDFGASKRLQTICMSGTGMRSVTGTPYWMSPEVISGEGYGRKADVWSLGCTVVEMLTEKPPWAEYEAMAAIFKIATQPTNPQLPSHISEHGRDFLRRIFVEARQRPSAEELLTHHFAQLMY
# FID counter = displaces DNA intercalator in HCV helicase counter-screen. DNA fluorescent intercalator displacement, fluorescence. inhibition, % at 7.9 µM. actives 0.17% (n = 290,000); in the data active = inhibition above about 37%;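 also: 0% = vehicle and 100% = reference compound; higher means more ethidium bromide displaced from hairpin DNA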
# HCV NS3 hel inh = HCV NS3 helicase inhibition; NS3 helicase DNA unwinding, Cy5 molecular beacon fluorescence; inhibition, % at 10.9 µM; actives 0.56% (n = 290,000);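 active = inhibition above the mean of all tested compounds plus 3 SD, set per campaign, cut at about 35% in these data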;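 also: 0% = DMSO wells and 100% = thioflavine S control wells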
#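 System: NS3 helicase fragment of HCV / Schedule: 1 h at 25 °C / Control set: DMSO alone as 0% and 110 µM thioflavine S as 100% / Reagent: Cy5/quencher beacon DNA duplex and ATP to start / Technique: Cy5 fluorescence / Replication: singlicate / Evaluation: % inhibition of end-to-start signal ratio versus controls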
# IDE act = IDE (human) activation, cell-based; HEK cells, FAbeta-B cleavage, fluorescence polarization; 0% vehicle, 100% cell-free pure enzyme wells; activation, % at 5.96 µM; actives 0.073% (n = 340,000);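 active = activation above the mean of all tested compounds plus 3 SD, set per screening campaign, cut at about 17% in these data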
# IMP-1 inh = blocks Pseudomonas aeruginosa IMP-1 metallo-beta-lactamase. purified IMP-1, nitrocefin hydrolysis, epi-absorbance fluorescence. inhibition, % at 5.6 µM. actives 0.45% (n = 290,000). AID 1556;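 active = inhibition above the mean plus 3 SD of all compounds in the same screening run, cut at about 4.5% in these data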;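 also: 0% = IMP-1 with DMSO and 100% = DMSO wells lacking enzyme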
#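 System: Purified IMP-1 | Read-out basis: Percent enzyme inhibition | Controls: IMP-1 with DMSO as 0%, enzyme-free DMSO as 100% | Replicates: One well per compound | Doses: 5.6 µM nominal single concentration | Detection: Epi-absorbance fluorescence, 480 nm excitation, 530 nm emission | Incubation: 25 °C, 15 min preincubation, 25 min reaction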
# PHOSPHO1 block = inhibitors of human PHOSPHO1 phosphatase; Q8TCT1; recombinant PHOSPHO1, absorbance phosphatase assay; actives 1.1% (n = 290,000); inhibition, % at 13.3 µM; in the data active = inhibition above about 60%
# Target sequence (Q8TCT1 whole entry, looked up): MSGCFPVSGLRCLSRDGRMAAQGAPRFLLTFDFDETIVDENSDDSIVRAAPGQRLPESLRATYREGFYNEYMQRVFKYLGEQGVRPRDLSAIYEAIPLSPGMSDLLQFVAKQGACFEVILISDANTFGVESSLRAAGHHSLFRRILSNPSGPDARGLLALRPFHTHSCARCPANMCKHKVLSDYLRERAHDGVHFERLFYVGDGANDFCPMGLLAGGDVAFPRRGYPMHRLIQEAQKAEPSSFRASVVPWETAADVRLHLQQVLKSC
# UBC9 SUMO inh = blocks human SUMOylation mediated by UBC9. P63279. actives 0.36% (n = 290,000). inhibition, % at 35 µM. HTRF SUMOylation assay, SAE1/SAE2 + UBC9, in vitro; in the data active = inhibition above about 50%, passing the limit was not always enough; also: strong numbers were not always called active
# Target sequence (P63279 whole entry, looked up): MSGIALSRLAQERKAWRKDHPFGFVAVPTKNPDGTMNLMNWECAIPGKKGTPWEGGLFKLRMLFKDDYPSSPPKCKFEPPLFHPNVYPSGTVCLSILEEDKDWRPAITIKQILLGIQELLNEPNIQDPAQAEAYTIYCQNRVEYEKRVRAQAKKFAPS
# p-CIP stab down = compounds decreasing mouse p/CIP protein stability | Q05BA5 | F442A p/CIP-EGFP cells, EGFP fluorescence, 16 h | decrease of EGFP signal, % at 10 µM | actives 0.01% (n = 290,000);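 active = EGFP signal decrease of at least 30% at 10 µM or well 3 SD below plate mean, unless failing retest; inactive = the rest, including hits failing retest or dose response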; also: some compounds called inactive have numbers as strong as hits; many of its hits are not listed in these tables
# VIM-2 inhibitor = inhibitors of Pseudomonas aeruginosa VIM-2 metallo-beta-lactamase; purified VIM-2, nitrocefin hydrolysis, epi-absorbance fluorescence; actives 0.89% (n = 290,000); inhibition, % at 5.6 µM;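 active = inhibition above the mean of all tested compounds plus 3 SD, cutoff set per screening run, cut at about 7.5% in these data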;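 also: red hydrolysis product quenches plate fluorescence so inhibitors raise well fluorescence; 0% = enzyme with DMSO and 100% = DMSO without enzyme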
# Numbers without * were called inactive; nt = no result given; [ ] = remark or other dose.
SMILES,MEKK3 PB1 HTS,FID counter,HCV NS3 hel inh,IDE act,IMP-1 inh,PHOSPHO1 block,UBC9 SUMO inh,p-CIP stab down,VIM-2 inhibitor
N#Cc1ccccc1COC(=O)CCCC1=NS(=O)(=O)c2ccccc2N1,107,-11,-8,-1,-4.7,-1,-6,0,-2.1
CCN(CC)S(=O)(=O)c1ccc(/C=C/C(=O)OCC(=O)Nc2cccc3ccccc23)cc1,102,-2,-8,2,-1.8,-6,44,-11,-3.2
CCOC(=O)c1sc(NC(=O)c2ccc(C)o2)nc1C,98,-3,6,3,-4.1,-3,18,-6,-2.8
CC(=O)Nc1ccc(N/C=C/C(=O)C(C)(C)C)cc1,106,-3,-1,3,0.0,5,8,-14,-0.8
O=C(NNC(=O)C(O)c1ccccc1)NC1CCCCC1 (configuration not stated),102,-5,5,6,-1.5,18,3,1,0.1
Cc1cccc(N2CCN(c3nc(C)cc(C)c3C#N)CC2C)c1 (configuration not stated),104,-3,2,5,0.2,nt,-11,-9,2.3
CN(Cc1ccccc1NS(=O)(=O)c1ccc2ccccc2c1)C1CCCCC1,105,6,-31,-1,-5.2,6,-6,-13,-5.8
COC(=O)c1ccccc1NC(=O)COc1ccc(S(=O)(=O)NC(C)C)cc1,108,-28,0,-2,-3.2,25,11,-7,-4.2
Cc1nc(NCc2ccc3c(c2)OCO3)c2oc3ccccc3c2n1,70*[inhibitor],-22,-13,0,-4.0,-7,9,-7,3.5
O=C(CSc1nc2cc(Cl)ccc2s1)c1cc2ccccc2o1,nt,-7,3,-11,-1.6,102*,13,-14,-4.7
Cc1ccc(NC(=O)CCNS(=O)(=O)c2ccc3c(c2)oc(=O)n3C)cc1,95,0,-1,-6,-2.6,-5,3,3,-2.6
CCN(CC)C(=S)Nc1ccc([N+](=O)[O-])cc1,93,2,-9,1,-0.2,-1,10,-4,2.6
Cc1ccc(NC(=O)c2onc(C)c2Cl)cc1,104,-2,0,-2,-3.2,-5,24,-1,-3.1
Cc1ccc(C(=O)N2CCOCC2)cc1S(=O)(=O)N1CCOCC1,99,-3,3,0,-3.7,53,10,-16,-1.8
Cc1ccccc1OS(=O)(=O)c1cn(C)c(=O)n(C)c1=O,111,-2,-7,-3,-0.4,4,1,0,-1.4
Cc1cc(C)nc(NC(=O)CSc2nn(C)c(=S)s2)n1,103,-1,6,4,-1.4,-7,-15,3,-2.5
COc1cc(NC(=O)NCCN2CCN(c3ccc(Cl)cc3)CC2)ccc1C,106,20,-69,-1,-1.0,42,-3,-17,-2.8
CCCCn1c(NCCO)nc2ccccc21,102,2,1,7,-2.4,21,-13,2,-6.1
COc1cc(-c2cc(N)n(S(=O)(=O)c3ccc(F)cc3)n2)cc(OC)c1OC,102,-9,7,6,-0.9,-19,1,4,1.0
O=C(NC(=S)Nc1ccc(S(=O)(=O)Nc2ncccn2)cc1)c1ccc(Br)cc1,95,3,-10,-6,-2.6,24,8,7,-1.6

# A second format for some results above:
> COc1cc(NC(=O)NCCN2CCN(c3ccc(Cl)cc3)CC2)ccc1C
  MEKK3 PB1 HTS: 106 | FID counter: 20 | HCV NS3 hel inh: -69 | IDE act: -1 | IMP-1 inh: -1.0 | PHOSPHO1 block: 42 | UBC9 SUMO inh: -3 | p-CIP stab down: -17 | VIM-2 inhibitor: -2.8

> CCCCn1c(NCCO)nc2ccccc21
  MEKK3 PB1 HTS: 102 | FID counter: 2 | HCV NS3 hel inh: 1 | IDE act: 7 | IMP-1 inh: -2.4 | PHOSPHO1 block: 21 | UBC9 SUMO inh: -13 | p-CIP stab down: 2 | VIM-2 inhibitor: -6.1

> COc1cc(-c2cc(N)n(S(=O)(=O)c3ccc(F)cc3)n2)cc(OC)c1OC
  MEKK3 PB1 HTS: 102 | FID counter: -9 | HCV NS3 hel inh: 7 | IDE act: 6 | IMP-1 inh: -0.9 | PHOSPHO1 block: -19 | UBC9 SUMO inh: 1 | p-CIP stab down: 4 | VIM-2 inhibitor: 1.0

# (cont.)
SMILES,MEKK3 PB1 HTS,FID counter,HCV NS3 hel inh,IDE act,IMP-1 inh,PHOSPHO1 block,UBC9 SUMO inh,p-CIP stab down,VIM-2 inhibitor
COc1cccc(-c2nnc3sc(-c4ccccn4)nn23)c1,105,-9,-7,4,-2.6,7,30,-9,15*
CCCc1cc(C(N)=O)c(NC(=O)c2ccoc2C)s1,96,-9,2,-5,-1.2,10,21,0,-2.2
Cn1c(SCCCC(=O)c2ccccc2)nnc1-c1ccncc1,104,-9,-1,-6,-2.0,68*,6,-4,-0.9
C=CCn1nnnc1-c1cc(Cl)cc(Cl)c1,80,-2,-2,-4,-0.2,12,10,4,-0.4
O=C(NCCc1ccc(Cl)cc1)c1ccc(=O)[nH]c1,104,-3,-5,-3,0.3,39,13,-17,-1.2
COc1ccc(N2CCN(C(=O)c3ccc(COc4ccc([N+](=O)[O-])cc4)o3)CC2)cc1,99,-26,-16,1,-2.3,nt,-8,12,-3.1
COc1cc(/C=C/c2cc[n+](C)cc2)ccc1OCC(=O)Nc1ccccc1,96,15,-49,0,-3.7,31,33,2,0.4
CN(Cc1cnn(C)c1)C(=O)C1CCCCC1C(=O)O (configuration not stated),104,-3,-4,7,-1.8,-12,-11,-4,-3.4
Cc1ccc(C(=O)c2oc3ccccc3c2N)cc1,88,-9,-9,3,-2.5,2,-52,10,0.0
Cc1c(NC(=O)Nc2cccc(Cl)c2)c(=O)n(-c2ccccc2)n1C,91,0,3,3,-1.7,-31,12,-11,-2.5
O=C1Oc2ccccc2C(=O)/C1=C/c1ccccc1O,93,-24,17,5,-1.9,34,16,-12,-1.3
COC(=O)CCC(NC(=O)c1cc(C)oc1C)C(=O)OC (configuration not stated),109,-6,3,4,0.3,-18,17,0,-2.1
NC(=O)CC(NC(=O)Cc1ccc(Cl)cc1)c1ccc(NC2CCCC2)c([N+](=O)[O-])c1 (configuration not stated),100,nt,nt,5,nt,25,2,2,nt
CCc1nnc(NC(=O)CCC(=O)N2CCN(C3CCCCC3)CC2)s1,99,-7,3,-1,-2.1,-5,9,-6,-0.9
CC1=NN(c2ccccc2)C(=O)/C1=C\c1ccc(Oc2ccc([N+](=O)[O-])cc2[N+](=O)[O-])cc1,99,11,12,2,-0.8,-5,95*,4,-1.9
COc1cc(NC(=O)CSc2ncnc3sc4c(c23)CCCC4)c(C(=O)O)cc1OC,104,-9,-25,2,-2.4,15,-7,0,-2.5
COc1ccc(S(=O)(=O)N2CCOCC2)cc1Cl,92,8,15,-1,2.7,15,2,6,0.7
CCN1CCN(C(=O)CCCCCn2c(=O)[nH]c3cc(C(=O)OC)ccc3c2=O)CC1,100,8,2,-5,-4.7,5,-8,-3,-0.1
O=S(=O)(c1ccc(Cl)cc1)N1CCN(Cc2ccc(O)c3ncccc23)CC1,109,-20,-11,0,-1.8,-161,-2,-8,-2.7
CC1(C)CN(c2ccc(-c3ccnc4ncnn34)cc2)C1=O,106,-2,-2,5,0.2,36,33,-4,-0.2
Cc1ccc(CNC(=O)C2=NNC(=O)CC2)cc1,89,-7,1,5,-0.9,7,-1,1,-8.8
COc1ccc(N=Cc2c(O)n(-c3cccc(C)n3)c(=O)c3ccccc23)c(OC)c1,100,-6,-4,6,-2.8,32,28,-38,-3.3
Cc1nc2n(n1)C(O)c1cc([N+](=O)[O-])ccc1S2 (configuration not stated),75,8,-5,nt,0.3,8,-2,8,-0.1
CC12COC3(C(=O)Nc4ccc(Cl)cc4)CC1CCC32C (configuration not stated),85,-8,2,-1,-2.1,7,2,-4,-4.0
Cn1ccc(C(=O)OCC(=O)c2ccccc2)n1,98,-4,-3,0,-1.5,-10,28,-23,-1.9
COc1ccc(S(=O)(=O)N2CCC(C(=O)Nc3ccccc3N3CCCCC3)CC2)cc1OC,101,-60,-25,-3,-0.5,26,-14,-1,-2.5
CCC(=O)N1c2ccc(S(=O)(=O)CCC(=O)N3CCN(c4ccccc4F)CC3)cc2CC1C (configuration not stated),101,-51,-8,0,-3.5,15,-1,-15,-2.2
Cc1ccc(-c2nc3ccccc3[nH]2)cc1NC(=O)c1ccco1,110,-13,-5,1,-2.5,6,23,-16,-3.2
COc1ccc(NC(=O)CSc2nc(N3CCCCC3)nc(N3CCCCC3)n2)cc1,103,4,2,5,-0.3,24,5,1,-1.7
Cc1c(C)c(C)c(C(=O)C2CCN(c3ccc([N+](=O)[O-])cn3)CC2)c(C)c1C,88,-3,13,5,1.7,34,1,-2,-0.2
CCOC(=O)CN1C=C(c2ccc3ccccc3n2)C(C[N+](=O)[O-])c2ccccc21 (configuration not stated),103,0,-13,7,-3.3,32,16,-31,-0.1
Cc1cccc(NC(=O)C2CCN(S(C)(=O)=O)CC2)c1C,104,-2,1,1,-1.8,29,5,-10,-2.2
O=C(NCCC1=CCCCC1)C1CCN(c2nc3ccccc3o2)CC1,111,-8,3,-6,-2.8,6,8,2,-2.5
Cc1occc1C(=O)N/N=C/C=C\c1ccccc1[N+](=O)[O-],105,-5,-4,nt,-3.0,43,16,-8,-3.3
COc1ccc2c(c1)CC/C2=N\NC(=O)c1ccccc1,99,-2,-4,0,-1.0,2,1,0,-4.5
COc1ccccc1NC(=O)Cn1ncc2c1-c1ccccc1OC2,114,-11,12,-1,-5.2,10,2,-1,-4.7
Cc1occc1C(=O)N1CCCC(N2CCN(c3cccc(C(F)(F)F)c3)CC2)C1 (configuration not stated),104,-29,-11,-1,-2.2,12,7,3,-3.6
CCCCNC(=O)N1CCN(C(c2ccccc2)c2ccccc2)CC1,108,-36,10,1,-2.1,nt,-8,-9,-2.3
O=S(=O)(c1ccc(Br)s1)N1CCN(c2ccccc2)CC1,103,-6,-3,4,-4.9,23,13,-3,-3.5
C/C(CC1CC2=C(CC1(C)C)C(C)(C)CCC2)=N\NC(N)=S (configuration not stated),106,-3,10,0,-2.1,22,-3,-17,-6.5
COc1cccc(/C=N\NS(=O)(=O)c2ccccc2)c1OC,105,-6,3,0,-1.1,18,10,-16,-0.6

# Single records (already shown). Values in the order: MEKK3 PB1 HTS	FID counter	HCV NS3 hel inh	IDE act	IMP-1 inh	PHOSPHO1 block	UBC9 SUMO inh	p-CIP stab down	VIM-2 inhibitor
# `CC12COC3(C(=O)Nc4ccc(Cl)cc4)CC1CCC32C` (configuration not stated) is listed as 85	-8	2	-1	-2.1	7	2	-4	-4.0
# `Cc1nc2n(n1)C(O)c1cc([N+](=O)[O-])ccc1S2` (configuration not stated) is listed as 75	8	-5	nt	0.3	8	-2	8	-0.1
# `CN(Cc1cnn(C)c1)C(=O)C1CCCCC1C(=O)O` (configuration not stated) is listed as 104	-3	-4	7	-1.8	-12	-11	-4	-3.4
# `Cc1cc(C)nc(NC(=O)CSc2nn(C)c(=S)s2)n1` is listed as 103	-1	6	4	-1.4	-7	-15	3	-2.5
# `CC1=NN(c2ccccc2)C(=O)/C1=C\c1ccc(Oc2ccc([N+](=O)[O-])cc2[N+](=O)[O-])cc1` is listed as 99	11	12	2	-0.8	-5	95*	4	-1.9

# An excerpt; count on the stated rates, not on these rows.
